Source: PubChem (several laboratories)
Bcl-xL primary: inhibitors of human Bcl-xL, primary screen, biochemical, fluorescence polarization, HTS; Bcl-2-like protein 1 (Homo sapiens), Q07817; GST-Bcl-xL / FITC-Bim BH3 peptide fluorescence polarization; inhibition, % at 10.9 µM; actives 0.7% (n = 320,000); AID 2129, 2009;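 active means inhibition above the mean of all tested compounds plus 3 SD, cutoff set per campaign, cut at about 30% in these data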;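 further: 0% = DMSO wells and 100% = unlabeled Bim-BH3 peptide competitor; inhibitors lower millipolarization by displacing the labeled peptide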
Target sequence (Q07817 whole entry, looked up): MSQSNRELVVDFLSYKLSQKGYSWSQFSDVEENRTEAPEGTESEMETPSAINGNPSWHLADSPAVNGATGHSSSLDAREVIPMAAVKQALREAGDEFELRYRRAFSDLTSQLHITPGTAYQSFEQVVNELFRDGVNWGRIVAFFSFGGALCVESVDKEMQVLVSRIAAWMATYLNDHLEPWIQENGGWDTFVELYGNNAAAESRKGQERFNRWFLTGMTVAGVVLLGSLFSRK
MCL1-BIM inh: inhibitors of MCL1 binding to BIM-BH3, primary screen, biochemical, fluorescence polarization; inhibition, % at 10.9 µM; GST-MCL1 / FITC-Bim-BH3 fluorescence polarization; Induced myeloid leukemia cell differentiation protein Mcl-1 (Homo sapiens), Q07820; AID 2057, 2009; actives 0.68% (n = 320,000);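 active means inhibition above the mean inhibition of all tested compounds plus 3 SD, set per campaign, cut at about 40% in these data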;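 further: 0% = DMSO wells and 100% = unlabeled Bim-BH3 peptide control; higher means more loss of mP so more displacement of Bim peptide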
Target sequence (Q07820 whole entry, looked up): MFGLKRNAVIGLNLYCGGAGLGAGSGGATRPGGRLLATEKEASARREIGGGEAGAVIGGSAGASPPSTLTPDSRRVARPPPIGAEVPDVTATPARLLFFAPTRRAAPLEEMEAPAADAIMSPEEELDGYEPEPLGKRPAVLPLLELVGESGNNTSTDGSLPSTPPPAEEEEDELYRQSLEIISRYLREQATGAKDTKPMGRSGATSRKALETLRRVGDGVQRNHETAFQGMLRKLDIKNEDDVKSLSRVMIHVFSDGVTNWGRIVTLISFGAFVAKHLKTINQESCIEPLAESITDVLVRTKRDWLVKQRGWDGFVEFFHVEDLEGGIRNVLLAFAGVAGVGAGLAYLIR
PAD4 inh: human PAD4 inhibitors, primary screen, biochemical, fluorescence polarization, 1536-well format; recombinant PAD4, RCA probe fluorescence polarization; inhibition, % at 6.36 µM; actives 0.41% (n = 330,000); AID 485272, 2010;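 active means percent inhibition above a cutoff equal to the mean of all tested compounds plus 3 SD, cut at about 15% in these data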;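 further: 0% = PAD4 with RCA probe and DMSO and 100% = probe without PAD4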
GLD-1 RNA inh: GLD-1/TGE RNA complex disruptors, primary screen, biochemical, fluorescence polarization; Female germline-specific tumor suppressor gld-1 (Caenorhabditis elegans), Q17339; purified GLD-1 + fluorescein TGE RNA; inhibition, % at 5.96 µM; actives 0.44% (n = 320,000);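 active means percent inhibition above a per-plate cutoff, the plate mean of test compounds plus 3 SD, cut at about 30% in these data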;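 further: 0% = DMSO wells with GLD-1 and probe and 100% = wells lacking GLD-1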
PME-1 primary: PME-1 inhibitors via competitive probe labeling, primary screen, biochemical, fluorescence polarization, FP-Rh probe, HTS; Protein phosphatase methylesterase 1 (Homo sapiens), Q9Y570; recombinant PME-1; inhibition, % at 5.9 µM; actives 0.53% (n = 320,000); AID 2130, 2009;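 active means inhibition above the campaign mean of all compounds plus 3 SD, cut at about 26% in these data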;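 further: competitive labeling of PME-1 active site by serine hydrolase directed probe; 0% = PME-1 with DMSO and 100% = wells lacking PME-1 enzyme; inhibitors block probe labeling so polarization falls and inhibition rises; many of its hits are not listed in these tables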
Target sequence (Q9Y570 whole entry, looked up): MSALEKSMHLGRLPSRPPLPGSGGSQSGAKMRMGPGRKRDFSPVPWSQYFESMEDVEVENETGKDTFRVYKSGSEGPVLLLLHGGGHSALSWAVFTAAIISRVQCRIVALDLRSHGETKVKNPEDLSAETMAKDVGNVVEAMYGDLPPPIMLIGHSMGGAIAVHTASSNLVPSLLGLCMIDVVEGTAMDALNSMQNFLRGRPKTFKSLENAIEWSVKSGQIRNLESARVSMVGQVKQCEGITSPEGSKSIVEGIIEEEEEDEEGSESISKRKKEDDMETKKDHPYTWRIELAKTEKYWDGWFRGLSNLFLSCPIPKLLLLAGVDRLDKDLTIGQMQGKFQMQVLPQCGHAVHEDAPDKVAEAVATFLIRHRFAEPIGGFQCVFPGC
TPT1 inh: Candida albicans TPT1 enzyme inhibitors, primary screen, biochemical, fluorescence polarization; actives 0.81% (n = 300,000); inhibition, % at 5 µM; tRNA 2'-phosphotransferase TPT1 (Candida albicans SC5314); recombinant caTPT1, FP RNA substrate dephosphorylation;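 active means inhibition above the mean of all tested compounds plus 3 SD, set per screening campaign, cut at about 24% in these data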;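 further: plate controls were DMSO alone for no effect and ferristatin control at 100 nM for full effect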
Fam108B counter: mouse Fam108B serine hydrolase inhibitors, primary screen, counter-screen for RBBP9 inhibitor project, biochemical, fluorescence polarization. actives 0.33% (n = 300,000). recombinant Fam108B, FP-Rh probe fluorescence polarization. inhibition, % at 9.51 µM;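 active means inhibition above the screen mean inhibition plus 3 SD, computed separately per campaign, cut at about 18% in these data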;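 further: inhibitors lower polarization as less probe binds the enzyme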
GSTO1 counter: inhibitors of recombinant GSTO1, primary screen, counter-screen for RBBP9 inhibitor project, biochemical, fluorescence polarization; activity-based probe fluorescence polarization; inhibition, % at 5.96 µM; actives 1.1% (n = 300,000); AID 1974, 2009;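 active means inhibition above the campaign mean inhibition plus 3 SD, cut at about 35% in these data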;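 further: 0% = GSTO1-1 with DMSO and 100% = wells lacking GSTO1-1 enzyme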
MEX-5 binding: MEX-5 zinc finger RNA-binding disruptors – biochemical, C. elegans, fluorescence polarization, MLPCN library, primary screen | Zinc finger protein mex-5 (Caenorhabditis elegans), Q9XUB2 | MEX-5/FITC-TCR2 RNA binding; hits give low values | activity score (negative = inhibition of binding), % at 10 µM | actives 0.38% (n = 300,000);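 active means inhibition past about -25% in most replicates, and total fluorescence under double the plate's negative control median, limit read from the data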;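 further: 0% = DMSO and -100% = 5 µM competing unlabeled TCR2 RNA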
* marks the source's active call; other numbers are inactive results; . = no result given. These rows are one share of the data; the hit share may differ from the screen's.

SMILES	Bcl-xL primary	MCL1-BIM inh	PAD4 inh	GLD-1 RNA inh	PME-1 primary	TPT1 inh	Fam108B counter	GSTO1 counter	MEX-5 binding
CC1(C)CC(=O)C2=C(C1)OC(N)=C(C#N)C2c1ccccc1[N+](=O)[O-] (stereo not drawn)	165*	186*	-6	119*	4	-88	2	1	-80*
Cc1cccc(C)c1NC(=O)CNc1ncnc2sc(C)c(C)c12	1	1	-9	0	6	0	-3	1	1.2
Cc1nn(-c2ccccc2)c(Cl)c1C(=O)NNC(=O)c1ccncc1	-6	-4	6	5	5	.	.	.	.
CC1CCCCN1C(=O)c1cc(F)c(F)cc1Cl (stereo not drawn)	4	-4	-4	-8	-2	-4	-2	-2	-1.4
CCCc1cc(=O)[nH]c(SCC(=O)N(C)Cc2ccccc2)n1	3	9	-3	-5	5	-2	3	2	-0.8
CC1=C(C(=O)OC(C)(C)C)C(c2cccs2)NC(=O)N1 (stereo not drawn)	-4	0	0	-4	-4	1	0	-3	-0.3
COc1ccc(OC)c(S(=O)(=O)NCC(c2ccc3c(c2)OCO3)N2CCOCC2)c1 (stereo not drawn)	0	-3	1	-3	2	5	3	10	1.5
O=C(CNS(=O)(=O)c1ccc(Cl)c(C(F)(F)F)c1)NC1CCCCC1	3	9	-4	3	0	.	.	.	.
CN(C)S(=O)(=O)Oc1ccccc1C(=O)Nc1ccc(F)cc1	1	-5	4	-5	-2	0	1	3	0.1
O=C1NCC(COc2cccc3ccccc23)O1 (stereo not drawn)	3	-1	-1	3	2	-9	-2	6	-0.4
O=C(CSc1nnc2c(n1)[nH]c1ccc(F)cc12)Nc1ccccc1F	1	3	-2	1	-2	-3	-21	-8	2.8
Cc1cc2ccccc2nc1SCC(=O)Nc1nc(-c2ccccc2)cs1	5	-1	4	-1	-3	-3	-4	0	-1.1
COc1ccc(CC(=O)OCC(=O)NC(=O)NC(C)C)cc1	4	2	-4	0	6	-6	4	5	1.2
CCn1c(C)nnc1SCC(=O)Nc1ccccc1Cl	3	-10	1	-9	2	-3	-1	2	0.1
Cc1ccc(Cl)cc1N1CCN(S(=O)(=O)c2ccc3[nH]c(=O)ccc3c2)CC1	-2	4	-4	-1	-6	0	-1	2	0.5
O=C(Nc1ccccc1)C1=C[C@@H](c2coc3ccccc3c2=O)C[C@@H](OCCCCO)O1	3	6	1	1	3	-2	0	-1	-2.2
O=C(CC(SCCO)c1ccc2c(c1)OCO2)c1ccco1 (stereo not drawn)	8	6	3	3	-2	0	0	2	-1.1
CCOc1ccc(S(=O)(=O)NCCC(=O)NCC2COc3ccccc3O2)cc1 (stereo not drawn)	-2	-4	2	-4	7	.	.	.	.
O=S(=O)(c1ccc(N2CCOCC2)nc1)N1CCOCC1	-1	0	-3	0	0	3	1	6	3.6
CCCn1c(SCC(=O)NC2CCC(C)CC2)n[nH]c1=O (stereo not drawn)	41*	48*	4	10	-1	.	.	.	.
Cc1ccc(C(=O)C(C)OC(=O)c2nc(Cl)ccc2Cl)cc1 (stereo not drawn)	2	12	4	3	4	-5	-2	0	-1.6
Cc1ccc(C)c(CSc2nnc(CCN)o2)c1	-3	-1	-4	3	3	-4	-1	2	0.2
CCc1ccc(N(C(=O)CNC(=O)c2ccco2)C(C(=O)NC2CCCC2)c2ccncc2)cc1 (stereo not drawn)	6	5	4	1	8	-7	-2	10	-2.3
COc1ccc(/C=C(/NC(=O)c2ccccc2Cl)C(=O)O)cc1	2	-7	0	3	3	-2	-1	4	1.7
c1ccc(COc2ccc(CN3CCN(c4ccccn4)CC3)cc2)cc1	5	-4	-3	-2	-4	0	6	-1	-0.8
CC1CCc2c(sc(NC(=O)C3=COCCO3)c2C(N)=O)C1 (stereo not drawn)	-3	0	-4	-8	0	.	.	.	.
O=C(COC(=O)c1ccccc1F)NC1CC1	-2	-1	-2	0	-4	.	.	.	.
Cc1cccc(CC(=O)NC2CCS(=O)(=O)C2)c1 (stereo not drawn)	6	8	-5	-10	2	-1	3	1	-1.4
CS(=O)(=O)c1[nH]nc(-c2ccccc2)c1C#N	2	6	1	2	2	1	2	-4	-0.4
O=C(NCCCN1CCOCC1)c1cc(-c2ccc3c(c2)OCO3)nc2ccccc12	1	-6	2	2	-3	0	0	7	-2.0
COc1ccc(OC)c(CCNC(=O)c2cccc(NC(=O)C3=C(C)OCCS3)c2)c1	0	2	0	-7	2	1	3	-5	-1.2
CCC(=O)Nc1nnc(Cc2ccccc2)s1	3	8	-2	3	1	-4	-3	0	1.2
CCc1ccc(/C=N/NC(=O)c2ccccn2)cc1	1	-3	-2	5	-9	0	-1	1	0.2
COc1ccccc1NS(=O)(=O)c1cc(C(=O)NCc2ccco2)ccc1C	11	12	2	6	-7	1	-2	15	-1.9
COc1ccc(Cc2nnc(NC(=O)c3cccs3)s2)cc1OC	7	3	-8	-5	6	-3	-1	-3	-0.9
CCOC(=O)C1CCN(C(=O)CN(c2ccc(OC)cc2)S(=O)(=O)c2c(C)nn(C)c2C)CC1	-1	6	0	6	-3	-3	2	1	0.4
CCN1CCN(C(=O)Cn2ncc3c([nH]c4ccccc43)c2=O)CC1	5	7	-5	1	-5	-4	1	-3	0.6
CCOc1ccccc1NC(=O)CCCc1nc2ccccc2c(=O)[nH]1	3	4	2	2	-3	1	1	-3	-2.4
O=C(COC(=O)c1cc(=O)[nH]c2ccccc12)NC(=O)c1ccccc1	-3	-8	-6	2	-7	4	-2	9	-3.7
CC(=O)Nc1ccc(S(=O)(=O)Nc2ccc(C(=O)NCC(=O)O)cc2)cc1	10	-6	-1	7	6	2	7	4	0.2
O=C(COC(=O)/C=C/c1cccc(Br)c1)Nc1cccc(S(=O)(=O)NC2=NCCC2)c1	-2	-4	3	-5	-6	.	.	.	.
CC(C)CNC(=O)COc1ncnc2sccc12	3	0	-2	-3	0	-3	2	-1	-2.0
COC(=O)c1ccc(COc2ccc(F)cc2)o1	1	4	6	0	2	-3	0	0	0.2
COc1ccccc1N1CCN(C2CCCN(C(=O)c3ccsc3)C2)CC1 (stereo not drawn)	6	6	-3	8	8	0	-3	1	1.2
O=C(NCC(=O)N(c1ccc2c(c1)OCCO2)C(C(=O)NC1CCCC1)c1ccco1)c1ccco1 (stereo not drawn)	3	0	0	-2	1	-2	2	-3	2.5
CC(=O)Nc1cc2nc(C)n(Cc3ccccc3[N+](=O)[O-])c2nc1C	3	0	1	2	-2	0	-5	-1	-1.3
CCCC(C(=O)Nc1cc(S(=O)(=O)N2CCOCC2)ccc1OC)c1ccccc1 (stereo not drawn)	4	1	-5	2	0	-2	-1	1	1.6
COc1ccc(-c2noc(C3CCCN(C(=O)c4ccc(F)cc4)C3)n2)cc1 (stereo not drawn)	2	7	-1	-2	-1	-4	0	-4	2.9
CCN(C(=O)CN1CCCCC1C)c1c(N)n(Cc2ccccc2)c(=O)[nH]c1=O (stereo not drawn)	-2	-10	-1	3	3	.	.	.	.
CCOC(=O)CNC(=O)c1cn(C)c(=O)c2cc(OC)c(OC)cc12	4	-4	-10	5	-2	-8	-5	-3	1.6
COc1ccc2c(c1)OC(O)(C(F)(F)C(F)F)CC2=O (stereo not drawn)	6	-4	0	0	3	-3	4	42*	-0.6
CN(c1ccccc1)S(=O)(=O)c1ccc(Cl)c(C(=O)Nc2ccncc2)c1	6	9	2	2	7	.	.	.	.
Cc1ccc(NC(=O)CSc2cn[nH]n2)cc1	0	2	-7	8	-3	-2	10	9	4.6
Cc1cccc(N/C(=N/S(=O)(=O)c2ccccc2)c2ccccc2)n1	3	1	-1	8	7	1	3	-3	-1.1
Cc1ccccc1NC(=S)NC(=O)/C=C/c1ccco1	13	25	-8	7	-2	6	5	15	-6.5
Cc1ccc(CSc2nnc3c(n2)OC2(Nc4ccccc4-3)C(=O)Nc3ccc(F)cc32)cc1 (stereo not drawn)	5	-1	0	3	1	2	-1	11	-1.2
COC(=O)c1ccc(NC(=O)CSc2nnc(-c3ccncc3)n2N)cc1	3	-6	-1	10	-3	-2	-2	0	-0.7
Cn1c(=O)c2ncn(CC(=O)NCCOc3ccccc3)c2n(C)c1=O	4	4	1	3	2	0	3	-6	-1.9
CC(C)CC(NC(=O)/C(=C/c1ccco1)NC(=O)c1ccc(Br)o1)C(=O)O (stereo not drawn)	28	31	-3	12	1	-9	9	-3	-5.8
Cc1nn2c(NCCN(C)C)c3c(nc2c1-c1ccccc1)CCC3	2	2	6	-2	10	-1	5	2	0.9
Next entries:
SMILES	Bcl-xL primary	MCL1-BIM inh	PAD4 inh	GLD-1 RNA inh	PME-1 primary	TPT1 inh	Fam108B counter	GSTO1 counter	MEX-5 binding
CCOC(=O)c1c(S(=O)(=O)N2CCc3ccccc32)c(C)n(C)c1C	-10	-1	4	-4	6	0	-1	3	-2.3
CC1(C)CC(=O)C2=C(C1)N=c1s/c(=C/c3ccc(F)c(F)c3)c(=O)n1C2c1ccc(F)cc1 (stereo not drawn)	4	-2	4	3	-5	-3	-2	4	-22
CC(C)(C)NC(=O)Cn1cc(C#N)c2cc(Br)ccc21	0	6	-4	2	0	-6	2	5	-1.1
COc1ccc(Cl)cc1C(=O)NNC(=S)NC(=O)c1cc(-c2ccccc2)nc2ccccc12	9	13	4	9	-4	0	1	-21	-0.3
CCN(CCn1cccn1)C(=O)CC1C(=O)NCCN1CCc1ccccc1 (stereo not drawn)	16	16	-2	8	-4	-2	1	0	-2.3
CCCCOC(=O)Cn1c(-c2ccccc2)nc2ccccc2c1=O	0	5	-2	2	-3	2	-7	4	0.3
CCCNC(=O)N1CCN(S(=O)(=O)c2ccc3c(c2)OCCO3)CC1	7	5	3	6	5	.	.	.	.
C/C(=N/Nc1ccc(Cl)cc1)c1cnnc(-c2ccccc2)n1	2	3	-5	-6	6	-2	-1	-3	0.8
CC(C)NC(=O)NCCCCCCS(C)=O (stereo not drawn)	1	6	-3	1	0	-5	0	-5	-0.5
Cc1cc(-c2ccccc2)nc(SC(C(=O)O)c2ccccc2)n1 (stereo not drawn)	2	8	4	2	0	-1	0	-1	-1.3
CCOC(=O)c1cnc(SC)nc1Nc1cccc2ccccc12	8	7	0	3	5	-3	-8	2	1.6
CCN(CC)c1ccc(NC(=O)CSc2nc(C3CC3)nc3ccccc23)cc1C	-1	-2	-3	-8	4	-1	-2	8	1.0
CC1=C(C(=O)NCc2ccco2)C2(CCC(C)CC2)OC1=O (stereo not drawn)	0	2	-5	10	-8	1	-1	7	2.6
CCCC(=O)Nc1nnc(CCOC)s1	0	3	0	2	7	-2	-1	8	0.5
